# Screening data as filed in PubChem BioAssay.
# TDP1 cell CPT: growth inhibition of DT40 Tdp1-/-;hTDP1 cells with camptothecin (screen for TDP1 inhibitors) | chicken DT40 Tdp1-/-;hTDP1 cells + 20 nM CPT, ATP luminescence, 48 h | Potency, µM (doses to about 46.2 µM), for the others: top-dose activity change, negative = growth inhibition, actives largely listed as inhibitors | AID 686979 | actives 12% (n = 420,000); further: nearly all actives have a fitted effect of over 55% in size
#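 Chicken DT40 Tdp1-/- cells stably complemented with human TDP1 were seeded at 400 cells/well in medium containing 20 nM camptothecin, exposed to pin-transferred compounds, and grown at 37 °C for at least 48 hr. Viability was read as ATP luminescence.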
# N370S GC: N370S glucocerebrosidase modulation, Gaucher chaperone candidate; Potency, µM (top dose mostly 59.4 µM), inactives show at the top dose activity change, negative = inhibition, actives largely listed as inhibitors; P04062; actives 0.092% (n = 330,000); N370S GC spleen homogenate, 4MU-glucoside fluorescence;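 further: 0% = full enzyme activity and -100% = no enzyme basal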
# FEN1 inh: inhibitors of human flap endonuclease 1; Recombinant FEN1 flap cleavage, fluorescence, 15 min; Potency, µM (top dose mostly 114 µM), for the others: top-dose activity change, negative = inhibition, actives largely listed as inhibitors; actives 0.35% (n = 390,000); further: nearly all actives have a fitted effect of over 65% in size
# Target sequence (P39748 whole entry, looked up): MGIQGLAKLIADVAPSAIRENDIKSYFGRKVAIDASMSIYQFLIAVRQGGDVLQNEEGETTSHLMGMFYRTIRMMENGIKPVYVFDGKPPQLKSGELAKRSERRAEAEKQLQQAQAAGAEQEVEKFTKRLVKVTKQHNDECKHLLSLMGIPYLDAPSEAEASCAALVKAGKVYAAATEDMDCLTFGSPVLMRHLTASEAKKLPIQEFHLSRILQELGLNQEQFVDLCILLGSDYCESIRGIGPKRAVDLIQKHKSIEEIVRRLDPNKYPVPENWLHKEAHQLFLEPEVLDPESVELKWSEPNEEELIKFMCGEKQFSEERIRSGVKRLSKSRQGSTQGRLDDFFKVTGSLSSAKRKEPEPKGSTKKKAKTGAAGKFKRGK
#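 Reaction started by adding substrate (50 nM final) to 10 nM enzyme after 15 min room-temperature compound preincubation. Reads at 0 and 15 min, with data normalized and fitted to a four-parameter Hill equation.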
# The depositor's hits bear a star; ? = inconclusive; · = no result given; [ ] = another dose, or the depositor's remark. The call rests on the fitted dose curve; in most records, active means well fitted curve in the direction sought with a large enough effect; inconclusive means small, poorly fitted or top-dose-only effect, or another doubt; inactive means no such curve, though single readings can be large; an effect the other way counts as inactive or inconclusive. Unless noted, on the % scale 0 is the no-effect control and ±100 the full control effect; potency means the concentration at half of the fitted maximal effect. These rows are one share of the data; count on the stated rates, not on these rows.
SMILES,TDP1 cell CPT,N370S GC,FEN1 inh
CN(Cc1ccccc1)S(=O)(=O)c1ccc(Cl)c(C(=O)NCCc2ccccn2)c1,16µM*,-9%,4%
COC(=O)c1ccc2c(c1)C(C)(C)C(/C=C/c1ccc(O)cc1)=[N+]2C,2.5µM*,-10%,45µM*
Cc1ccccc1-n1c(Cn2c(=O)sc3ccccc32)nnc1SC(C)C,?,12%,-2%
Cc1cc(C)cc(OCC(=O)Nc2cccc(S(=O)(=O)NC3=NCCC3)c2)c1,-24%,·,3%
COC(=O)CCCSc1nccn1-c1ccccc1,-2%,-8%,3%
COc1ccc(-c2cc(C(=O)Nc3cnn(Cc4ccc(F)cc4)c3)no2)cc1OC,-29%,·,-1%
NC(=O)CSc1nc(C23CC4CC(CC(C4)C2)C3)nc2ccccc12,?,-14%,-2%
O=C(O)C1=C(Nc2ccccc2)OCC1=O,-5%,-15%,-17%
CSc1nc(N)nc2c1ncn2Cc1ccccc1,?,·,13%
COc1cc(CNCc2c[nH]c3ccccc23)cc(OC)c1,5.8µM*,4%,4%
O=C1C=C(c2cc(C(F)(F)F)cc(C(F)(F)F)c2)C[C@@H](c2ccc(Cl)cc2)C1,?,·,-2%
O=C(NC(=S)Nc1ccccc1C(=O)O)c1ccc2ccccc2c1,7%,11%,-17%
O=[N+]([O-])c1ccccc1Nc1ccc(O)cc1,-34%,-21%,3%
COc1cc2[nH]c3c(=O)n(CCN4CCCCC4)cnc3c2cc1OC,-20%,-4%,-12%
Cn1cnc2c(=O)oc3ccc(S(=O)(=O)Nc4ccc(F)cc4)cc3c21,-7%,·,4%
CN(C(=O)c1cc(COc2ccc(F)cc2Cl)on1)C1CCCc2ccccc21 (stereo unspecified),?,4%,-17%
CCCCNC(=O)CCn1c(=O)c2ccccc2n(CC(=O)N2CC(C)CC(C)C2)c1=O (stereo unspecified),-16%,3%,0%
CCn1cc(CN2CCC(C(=O)Nc3ccc(Oc4cccnc4)cc3)CC2)cn1,-13%,-6%,2%
CSc1cnc2c(N)nc(N(C)C)nc2n1,-24%,-3%,-7%
CCCCN(Cc1ccccc1)C(=O)c1oc(=O)c2ccccc2c1-c1ccc(C)cc1,21µM*,·,-4%
CCCCn1cc(S(=O)(=O)c2ccc(CC)cc2)c(=O)c2cc(F)c(N3CCOCC3)cc21,?,·,-14%
O=C(c1csc2c1CCCC2)N1CCCCC1,?,3%,30%
CSCCC(NC(=O)/C(=C/c1ccco1)NC(=O)c1ccco1)C(=O)O (stereo unspecified),-5%,·,-1%
Cc1ccccc1CC(=O)NC1CCN(Cc2ccccc2)CC1,-6%,4%,2%
COc1ccc(NC(=O)CC2C(=O)N(c3ccccc3)C(=O)N2C2CCCCC2)cc1 (stereo unspecified),2%,·,18%
SMILES,TDP1 cell CPT,N370S GC,FEN1 inh
Cc1cccc(OCc2n(CC(=O)OC3CC(C)CCC3C(C)C)c3ccccc3[n+]2C)c1 (stereo unspecified),5.2µM*,-11%,-2%
Cc1cccc(C)c1NC(=S)NCc1ccccc1,-17%,3%,-1%
Nc1nc(SCC(=O)NCc2ccccc2)[nH]c(=O)c1NC(=O)c1ccccc1F,-17%,10%,-2%
COc1ccc(S(=O)(=O)N2CCc3ccccc32)cc1OC,-3%,3%,-2%
Cc1ccc(N2C(=O)C3C4C=CC(C4)C3C2=O)cc1 (stereo unspecified),-11%,1%,-1%
Cc1ccc2nc(NCC(=O)NN)nc(-c3ccccc3)c2c1,?,-5%,-16%
Cc1ccc(NC(=O)CN(C)S(=O)(=O)c2cnc[nH]2)cc1C,16%,0%,3%
COc1ccc(-c2nc(CN3CCC(c4ccccc4)CC3)c(C)o2)cc1OC,?,-3%,-15%
COc1ccc(CCNc2nc(=S)[nH]c3cc(OC)c(OC)cc23)cc1OC,-29%,-5%,-16%
Cc1ccc(-c2csc3ncnc(N4CCN(c5ccccc5O)CC4)c23)cc1,?,-3%,-18%
COc1ccc(Oc2ncc3nc(-c4cc(F)cc(F)c4)c(=O)n(C)c3n2)cc1,-3%,6%,·
CC(=O)Nc1c(C(=O)c2ccc(F)cc2)oc2ccccc12,-25%,3%[2.35 µM],3%
COC(=O)C1C(=O)C2=C(CC1C)NC(C)=C(C(=O)OC(C)C)C2c1ccc(C)o1 (stereo unspecified),-10%,-13%,5%
Cc1c(C(=O)Nc2ccc(C(=O)O)cc2)cnn1C,9%,1%,6%
O=S1(=O)CC(O)C(Nc2ccccc2Cl)C1 (stereo unspecified),1%,-6%,-9%
CC(C)Cc1cc(C(=O)N2CCC(N3CCC(C(=O)N4CCOCC4)CC3)CC2)n[nH]1,-20%,23%,23%
CCCc1cc(C(=O)Nc2c(C)n(C)n(-c3ccccc3)c2=O)no1,10%,-6%,-2%
O=C(Nc1ccccc1)N(Cc1cccnc1)Cc1ccco1,-3%,21%,-14%
COc1ccc(N(C)C(=O)c2ccc3c(c2)nnn3C)cc1,5%,8%,-8%
Cc1ccccc1-c1nnn(CC(=O)NCc2ccc3c(c2)OCO3)n1,-2%,?,6%
CCOC(=O)C(O)(C1C(=O)CC(C)(C)CC1=O)C(F)(F)F (stereo unspecified),-20%,0%,-9%
CCOC(=O)c1ccc(CNC(=O)CSc2nnc(-c3ccncc3)o2)cc1,10%,10%,-1%
COc1cccc(OC)c1C(=O)Nc1nnc(C)s1,4%,·,-11%
CCN(CC)S(=O)(=O)c1ccc(N2CCOCC2)c(NCC(=O)Nc2ccc(F)cc2)c1,10%,14%,-5%
Cc1cc(-n2c(C)cc(C(=O)CSc3ccc4c(c3)OCCO4)c2C)no1,?,5%,-10%
SMILES,TDP1 cell CPT,N370S GC,FEN1 inh
O=C1Cc2cccc3cccc1c23,-5%,·,0%
Cc1nn(C)c(C(=O)Sc2cccc(Cl)c2)c1[N+](=O)[O-],4.6µM*,-2%,-2%
CSc1ccc(CN(C)Cc2cc(=O)oc3c(C)c(C)ccc23)cc1,21µM*,-4%,-4%
S=C(NCc1ccccn1)Nc1cccc(Cl)c1,?,·,1%
CC(=O)CC[N+](C)(C)C,13µM*,·,0%
Cc1cc2ncn(CCC(=O)NC3CCCC3)c2cc1C,-13%,-8%,-2%
CCOc1ccc(CCNS(=O)(=O)c2cn(C)cn2)cc1OCC,4%,-11%,7%
O=C(c1cnccn1)N1CCN(S(=O)(=O)c2cccc(Cl)c2)CC1,-6%,·,8%
CS(=O)(=O)N(CC(=O)Nc1ccccc1C(=O)N1CCCC1)c1cccc([N+](=O)[O-])c1,6%,1%,-9%
CNC(=O)CSCCn1c(SCC(=O)NC)nc2ccccc2c1=O,-12%,4%,7%
COc1ccc(N2CCN(C(=O)CSc3nnc4c(C)cc5ccc(C)c(C)c5n34)CC2)cc1,-17%,-8%,-1%
COc1ccc(C2=CC(c3ccc(F)cc3)n3ncc(C(=O)Nc4ccc(C)cc4)c3N2)cc1 (stereo unspecified),?,·,10%
CCc1cccc(C)c1NC(=O)C1=C(C)C(=O)OC12CCC(C)CC2 (stereo unspecified),-96%,·,2%
CC(c1ccccc1)C1CC(=O)N(Cc2ccco2)C1=O (stereo unspecified),?,2%,-2%
C=C(C)COc1ccc(-c2n[nH]c(C)c2Oc2ccccc2OC)c(O)c1,15µM*,-16%,-23%
O=C1C=C(c2cccc3c2sc2ccccc23)C[C@@H](c2ccc(Cl)cc2)C1,?,·,10%
COc1ccc(S(=O)(=O)N(CC(=O)Nc2ccc3c(c2)OCO3)c2ccc(C)cc2)cc1,?,·,-20%
CCCC1=NN(c2ccc([N+](=O)[O-])cc2)C(=O)/C1=C/N(C)C,-11%,3%,-3%
Cc1cccc(N2CCN(C(=O)c3ccc(Cl)c(S(=O)(=O)N4CCc5ccccc5C4)c3)CC2)c1C,?,3%,14%
Cc1ccc(NC(=O)c2cccc(C(=O)Nc3ccc(C)cc3C(=O)O)c2)c(C(=O)O)c1,19%,-4%,?
COc1ccc(NC(=O)N2CCC(CO)(CC3CCCCO3)CC2)c(OC)c1 (stereo unspecified),-4%,-5%,-2%
CC(C)OCCCNC(=O)c1ccc(Br)cc1,-19%,13%,-8%
Cc1ccc(-c2nnc(SCC(=O)NNC(=O)COc3ccccc3C)n2C)cc1,?,10%,5%
CCOC(=O)c1c(C)[nH]c(C(=O)OCC(=O)Nc2ccc(OCC)cc2)c1C,-23%,7%,-8%
Cc1cc(C)nc(N2CCCC(C(=O)Nc3nnc(C)s3)C2)n1 (stereo unspecified),-7%,-6%,-5%

# Of the compounds above, 2 contain two or more sulfur atoms.
SMILES,TDP1 cell CPT,N370S GC,FEN1 inh
Cc1ccccc1-n1c(Cn2c(=O)sc3ccccc32)nnc1SC(C)C,?,12%,-2%
CNC(=O)CSCCn1c(SCC(=O)NC)nc2ccccc2c1=O,-12%,4%,7%

# Structures from the list above with a Cl atom:
SMILES,TDP1 cell CPT,N370S GC,FEN1 inh
CN(Cc1ccccc1)S(=O)(=O)c1ccc(Cl)c(C(=O)NCCc2ccccn2)c1,16µM*,-9%,4%
O=C1C=C(c2cc(C(F)(F)F)cc(C(F)(F)F)c2)C[C@@H](c2ccc(Cl)cc2)C1,?,·,-2%
CN(C(=O)c1cc(COc2ccc(F)cc2Cl)on1)C1CCCc2ccccc21 (stereo unspecified),?,4%,-17%
O=S1(=O)CC(O)C(Nc2ccccc2Cl)C1 (stereo unspecified),1%,-6%,-9%
Cc1nn(C)c(C(=O)Sc2cccc(Cl)c2)c1[N+](=O)[O-],4.6µM*,-2%,-2%
S=C(NCc1ccccn1)Nc1cccc(Cl)c1,?,·,1%
O=C(c1cnccn1)N1CCN(S(=O)(=O)c2cccc(Cl)c2)CC1,-6%,·,8%
O=C1C=C(c2cccc3c2sc2ccccc23)C[C@@H](c2ccc(Cl)cc2)C1,?,·,10%
Cc1cccc(N2CCN(C(=O)c3ccc(Cl)c(S(=O)(=O)N4CCc5ccccc5C4)c3)CC2)c1C,?,3%,14%

# (cont.)
SMILES,TDP1 cell CPT,N370S GC,FEN1 inh
O=C(NCc1nc2ccccc2[nH]1)C1=C[C@@H](c2ccccc2)C[C@@H](OCc2ccc(CO)cc2)O1,?,13%,-10%
CCOC(=O)c1ccc(S(=O)(=O)NCCN2CCOCC2)cc1,-27%,-7%,-4%
CC(C)c1ccc(/C=C/C(=O)Nc2nncs2)cc1,?,-4%,-4%
Cc1ccc(-c2nc3cccc(C)n3c2Nc2ccc3c(c2)OCCO3)cc1,?,·,-22%
O=[N+]([O-])c1ccc(N2CCN(S(=O)(=O)c3ccccc3[N+](=O)[O-])CC2)cc1N1CCc2ccccc2C1,-14%,6%,-4%
Cc1ccc(-n2c(O)c(C=NC3CCS(=O)(=O)C3)c3ccccc3c2=O)cc1C (stereo unspecified),10µM*,-18%,0%
CCOC(=O)c1sc(=NC(=O)c2ccc(C)cc2)n(C)c1C,2%,?,-1%
Clc1cc(Cl)cc(C2=NC(Cc3ccccc3)CO2)c1 (stereo unspecified),?,·,-14%
OC[C@@H](O)C1OC2NC(=S)OC2C1O (stereo partly specified),8%,-1%,16%
CCOc1ccc(CC(=O)N2CCC3(CC2)NCCc2[nH]cnc23)cc1,18%,-4%,-1%
COc1ccc2c(CNCCc3ccccc3)c(C(=O)O)n(Cc3cccc(F)c3)c2c1,?,·,-9%
CCCc1nn2c(=O)cc(COC(=O)c3cccc(NC(=O)c4ccc(OCC)cc4)c3)nc2s1,-10%,·,-5%
Cc1oc(C)c2c(=O)ccc3c(c12)OC(N)=C(C#N)C3c1ccccc1 (stereo unspecified),?,-15%,-5%
CCCCn1c(-c2ccc(Cl)c(Cl)c2)nc2cc3[nH]c(=O)c(C(C)C)nc3cc21,?,?,-23%
CCN(Cc1ccccc1)Cc1c(O)ccc2oc(C)c(C(=O)Nc3ccccc3C)c12,13µM*,·,-11%
Cc1ccc(C)c(NS(=O)(=O)c2cc(C(=O)NCCC3=CCCCC3)ccc2C)c1,?,11%,-7%
CCN1CCc2c(OCC(=O)N3CCCc4ccccc43)cccc2C1=O,-22%,-4%,5%
O=C(c1ccc([N+](=O)[O-])cc1)N1CCN(Cc2ccccc2)CC1,-12%,3%,-1%
O=C(Nc1ccccc1Oc1cccnc1)C1CCCN(Cc2cccc(Cl)c2)C1 (stereo unspecified),-30%,7%,-13%
CCOC(=O)C1CCN(Cc2ccc(OC)cc2OC)CC1,-23%,20%,-1%
O=C(NC1CCCCCC1)c1ccc(OCC2CCCO2)cc1 (stereo unspecified),-6%,1%,-3%
Cc1cc(Cl)ccc1NNC(=O)c1snnc1C,-15%,-27%,4%
Cc1occc(=O)c1OCc1ccc(Cl)cc1Cl,-23%,-2%,-14%
O=C(CC(=O)c1cccnc1)c1ccccc1,?,·,8%
COc1ccc(-c2cc(-c3ccccc3)nc(SC(C)C(=O)O)c2C#N)cc1 (stereo unspecified),?,-9%,-5%
NS(=O)(=O)c1cccc(NC(=O)Nc2ccc(Cl)cc2)c1,-27%,-25%,4%
Cc1ccccc1-c1nc2c(c(SCc3cccc(Cl)c3)n1)Cc1c(CO)cnc(C)c1O2,?,·,-7%
CCCCN(C1CCS(=O)(=O)C1)S(=O)(=O)c1cccs1 (stereo unspecified),2%,-11%,-1%
Cc1ccc(OCCNC(=O)c2cccc(C)c2)cc1,8%,1%,-2%
